Screening results: PubChem BioAssay, several laboratories
PDI inh – blocks human protein disulfide isomerase activity; P07237; 0.052% of 350,000 active; inhibition, % at 10 µM; PDI insulin aggregation turbidity, A650, 90 min; AID 588391;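 active = mean inhibition across replicates of 30% or more, whatever share of single replicates reach that level; inconclusive = mean inhibition below 30% while every single replicate reaches 30%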;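 note: absorbance from insulin aggregation driven by PDI reduction with DTT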
Target sequence (P07237 whole entry, looked up): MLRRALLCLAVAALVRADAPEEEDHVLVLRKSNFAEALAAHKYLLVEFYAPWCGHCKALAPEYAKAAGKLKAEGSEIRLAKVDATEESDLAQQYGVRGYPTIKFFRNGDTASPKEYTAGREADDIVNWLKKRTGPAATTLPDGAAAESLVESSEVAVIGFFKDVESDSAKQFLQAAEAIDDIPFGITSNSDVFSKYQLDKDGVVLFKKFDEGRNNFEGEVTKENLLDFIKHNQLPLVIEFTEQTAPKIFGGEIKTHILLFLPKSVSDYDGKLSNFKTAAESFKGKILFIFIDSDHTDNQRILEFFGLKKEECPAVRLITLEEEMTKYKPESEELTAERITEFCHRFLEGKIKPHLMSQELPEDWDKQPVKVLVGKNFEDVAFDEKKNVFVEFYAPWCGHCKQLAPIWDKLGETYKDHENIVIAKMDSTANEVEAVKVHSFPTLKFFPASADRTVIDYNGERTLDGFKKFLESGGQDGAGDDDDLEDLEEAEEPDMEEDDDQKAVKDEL
CaV13 FRET inh – Disruptors of the CACNA1D IQ motif to Ca2+-dependent inactivation inhibitor domain association, primary screening, Förster resonance energy transfer in intact living …; HEK cells, CFP/YFP FRET ICDI-IQ, plate reader, 10 min; percent FRET-ratio fall versus neutral wells; 0.098% of 340,000 active; AID 743397; inhibition, % at 12.3 µM;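 active = mean replicate inhibition of at least 30% and at least 1% of replicates passing that level; inconclusive = only one of the two criteria is met; inactive = neither criterion is met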;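 note: 0% = median of the neutral control wells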
aDG glyco act – increases alpha dystroglycan glycosylation. Pro5-aDG cells, alpha-DG glycosylation AlphaScreen (IIH6); 0% Pro5, 100% B10-LARGE cell signal. activation, % at 10 µM. 0.22% of 360,000 active;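 active = activation of at least 8% versus controls, or a plate z-score of at least 8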;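 note: Pro5 are CHO cells carrying HIG-tagged alpha-DG that lacks glycosylation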
Cardio protect – modulators protecting cardiomyocytes from myocardial damage; H9c2 cardiomyocytes, H2O2 injury protection, ATPLite, 2 h; protection from H2O2 cell death, % at 20 µM; 0.63% of 360,000 active; AID 588492;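 active = compounds giving at least 50% protection of heart cells from peroxide-induced death in the single-dose screen, raw or plate-pattern-corrected value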;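 note: 0% = DMSO wells with peroxide and 100% = DMSO wells without peroxide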
hiPSC survival – enhancers of human iPSC single-cell survival; hiPSC single-cell survival, ATPlite luminescence; 100% = ROCK inhibitor wells, 0% = DMSO; 0.044% of 360,000 active; survival enhancement, % at 20 µM; AID 602274; in the data active = survival enhancement above about 18%;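 note: cells exposed to compounds for 16 hours before the ATP read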
m5-HT2A agonist – mouse HTR2A agonism via beta-arrestin recruitment. 0.66% of 360,000 active. activation, % at 7.6 µM. CHO-K1 mHTR2A beta-arrestin complementation, luminescence; percent of 30 µM serotonin response. P35363;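 active = activation above a run cutoff, the mean activation of all tested compounds plus 3 SD, cut at about 14% in these data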;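 note: 0% = plate median of compound wells and 100% = 30 µM serotonin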
Target sequence (P35363 whole entry, looked up): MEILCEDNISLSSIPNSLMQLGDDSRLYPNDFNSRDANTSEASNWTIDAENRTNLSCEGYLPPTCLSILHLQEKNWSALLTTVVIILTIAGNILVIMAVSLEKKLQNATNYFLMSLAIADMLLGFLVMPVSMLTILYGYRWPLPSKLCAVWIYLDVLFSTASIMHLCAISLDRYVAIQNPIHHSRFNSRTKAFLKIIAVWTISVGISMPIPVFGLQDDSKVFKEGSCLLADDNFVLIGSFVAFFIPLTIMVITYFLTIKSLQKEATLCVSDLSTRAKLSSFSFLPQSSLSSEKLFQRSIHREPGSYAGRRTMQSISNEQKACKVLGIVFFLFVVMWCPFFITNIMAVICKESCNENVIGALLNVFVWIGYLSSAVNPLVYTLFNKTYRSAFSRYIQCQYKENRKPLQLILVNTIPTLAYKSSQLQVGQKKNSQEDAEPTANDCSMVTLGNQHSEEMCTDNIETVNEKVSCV
Vif imaging – HIV Vif inhibition | inhibition, % at 7.49 µM | AID 602346 | 0.35% of 340,000 active | HEK293T cells, Vif self-association by quenched fluorescence, imaging, 24 h; in the data active = inhibition above about 50%, passing the limit was not always enough; inconclusive = no clear call, values can overlap the other calls; inactive = below about 31%; note: some results filed as inactive read as strong as hits
Exocytosis inh – blocks lytic granule exocytosis; TALL-104 LAMP-1 surface exposure, flow cytometry; cells stimulated with thapsigargin and PMA; inhibition, % at 10 µM; 0.66% of 360,000 active; AID 651702;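 active = inhibition above about 55%, limit read from the data; inconclusive = no clear call, values can overlap the other calls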
ABCB6 inh 2 – inhibitors of human ABC transporter ABCB6; Q9NP58; K562-ABCB6 porphyrin accumulation, flow cytometry, 1 h; stronger effect = lower value; fluorescence ratio to DMSO, % at 10 µM; 0.19% of 360,000 active; AID 602162;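 active = fluorescence ratio to DMSO below 75%, the collection mean minus 3 SD; inconclusive = too few cells collected in the well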;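 note: signal is porphyrin accumulated inside mitochondria; 100% equals median channel fluorescence of DMSO control wells; lower ratio means ABCB6 inhibition with less porphyrin fluorescence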
N-glyco inh – N-linked glycosylation inhibition; D54 ERlucT glycosylation luciferase reporter, 24 h; percent of 100 nM tunicamycin response; reporter increase, % at 12.5 µM; 0.23% of 360,000 active; AID 588692;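 active = mean luciferase reporter signal, scaled so untreated is 0 and the glycosylation-blocking control 100, at or above a set limit in every replicate; inconclusive = mean reaches the limit but not every replicate does; inactive = mean below the limit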;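 note: luciferase carries N-glycosylation sites so blocking glycosylation raises the light; 0% = median of neutral control wells and 100% = median of 100 nM tunicamycin wells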
* marks the source's active call; other numbers are inactive results.

N#C/C(=N\Nc1ccccc1)C(=N)N1CCCCCC1 was read as PDI inh 8, CaV13 FRET inh -4, aDG glyco act -0.1, Cardio protect -10, hiPSC survival -0.7, m5-HT2A agonist -5, Vif imaging 16, Exocytosis inh -7, ABCB6 inh 2 95 and N-glyco inh -6.
Screening Cc1cc(NC(=O)NC(=O)c2ccc(F)cc2F)n[nH]1 returned PDI inh 8, aDG glyco act -0.1, Cardio protect -22, hiPSC survival -0.7, m5-HT2A agonist 3, Vif imaging 7, Exocytosis inh 3, ABCB6 inh 2 98 and N-glyco inh -13.
`CC(C)NC(=O)c1[nH]nc2c1CCc1ccccc1-2` gave PDI inh -13, aDG glyco act -0.1, Cardio protect 6, hiPSC survival -0.3, m5-HT2A agonist -2, Vif imaging -11, Exocytosis inh -9, ABCB6 inh 2 101 and N-glyco inh -1.
Screening N#CCSc1ccccc1NC(=O)COC(=O)CCNC(=O)c1ccc([N+](=O)[O-])cc1 returned PDI inh 6, CaV13 FRET inh -6, aDG glyco act -0.3, Cardio protect -1, hiPSC survival -0.2, m5-HT2A agonist -1, Vif imaging -3, Exocytosis inh 11, ABCB6 inh 2 177 and N-glyco inh 2.
O=C(c1ccco1)N1CCN(C(=S)Nc2ccc(F)c(Cl)c2)CC1 was read as PDI inh 3, CaV13 FRET inh -10, aDG glyco act -0.1, Cardio protect 3, hiPSC survival -0.2, m5-HT2A agonist 1, Vif imaging -10, Exocytosis inh -4, ABCB6 inh 2 89 and N-glyco inh 2.
Screening Cc1nnc(SCC(=O)N(C(C)C)C(C)C)[nH]c1=O returned PDI inh -5, CaV13 FRET inh -3, aDG glyco act -0.2, Cardio protect 3, hiPSC survival 0.4, m5-HT2A agonist 0, Vif imaging -6, Exocytosis inh -2, ABCB6 inh 2 100 and N-glyco inh 0.
For O=C(NCC1CCCO1)c1ccc(Cl)c(F)c1F (centres undefined) the results were PDI inh -6, CaV13 FRET inh 0, aDG glyco act -0.2, Cardio protect 2, hiPSC survival 3.5, m5-HT2A agonist 3, Vif imaging 4, Exocytosis inh -2, ABCB6 inh 2 93 and N-glyco inh -2.
Screening Cc1ccc(N(C)C(=O)C2CCCN2S(=O)(=O)c2cccc3nsnc23)cc1 (centres undefined) returned PDI inh -5, CaV13 FRET inh -16, aDG glyco act -0.1, Cardio protect 1, hiPSC survival 1.7, m5-HT2A agonist 1, Vif imaging -2, Exocytosis inh -7, ABCB6 inh 2 102 and N-glyco inh 1.
Cc1cc(C(=O)NC(C)CCC(C)C)c2ccccc2n1 (centres undefined) was read as PDI inh 4, CaV13 FRET inh -7, aDG glyco act 0.4, Cardio protect 2, hiPSC survival 0.8, m5-HT2A agonist 1, Vif imaging 8, Exocytosis inh -2, ABCB6 inh 2 95 and N-glyco inh -2.
`COc1ccc(OCC(=O)Nc2cccc(C(C)=O)c2)cc1` gave PDI inh 0, CaV13 FRET inh -4, aDG glyco act 0.0, Cardio protect 1, hiPSC survival -0.8, m5-HT2A agonist -1, Vif imaging -6, Exocytosis inh 0, ABCB6 inh 2 137 and N-glyco inh 0.
Nc1[nH]c(C(=O)c2ccccc2)c(-c2ccccc2Cl)c1C(=O)c1ccccc1 was read as CaV13 FRET inh -10, aDG glyco act 0.0, hiPSC survival 0.2, m5-HT2A agonist -4, Exocytosis inh 3 and ABCB6 inh 2 122.
Screening c1ccc(Cn2c(NCc3ccccn3)nc3ccccc32)cc1 returned PDI inh 5, CaV13 FRET inh -2, aDG glyco act 0.6, Cardio protect 1, hiPSC survival -0.4, m5-HT2A agonist -1, Vif imaging -4, Exocytosis inh 0, ABCB6 inh 2 89 and N-glyco inh 0.
Screening O=C(CCCN1C(=O)c2cccc3cccc(c23)C1=O)NCc1ccco1 returned PDI inh 8, CaV13 FRET inh -4, aDG glyco act -0.1, Cardio protect 32, hiPSC survival -0.5, m5-HT2A agonist -5, Vif imaging -2, Exocytosis inh -3, ABCB6 inh 2 93 and N-glyco inh 7.
CCC(CC)NC(=O)Cc1ccccc1OC was read as PDI inh -9, aDG glyco act 0.1, Cardio protect 10, hiPSC survival 2.4, m5-HT2A agonist 1, Exocytosis inh 28, ABCB6 inh 2 198 and N-glyco inh 3.
For CCOc1ccc(Cl)cc1S(=O)(=O)NCc1ccccn1 the results were PDI inh -2, CaV13 FRET inh -5, aDG glyco act 0.5, Cardio protect 4, hiPSC survival 1.1, m5-HT2A agonist 4, Vif imaging 0, Exocytosis inh -2, ABCB6 inh 2 98 and N-glyco inh 0.
Screening Fc1cccc(F)c1CSc1nc2ccccc2[nH]1 returned PDI inh -2, CaV13 FRET inh -4, aDG glyco act -0.3, Cardio protect -9, hiPSC survival -1.2, m5-HT2A agonist 0, Vif imaging -16, Exocytosis inh 4, ABCB6 inh 2 101 and N-glyco inh -10.
CC(=O)c1ccc(NC(=O)c2noc(C(C)C)c2[N+](=O)[O-])cc1 was read as PDI inh -1, CaV13 FRET inh -4, aDG glyco act -0.5, Cardio protect 5, hiPSC survival 0.0, m5-HT2A agonist 1, Vif imaging -24, Exocytosis inh -2, ABCB6 inh 2 93 and N-glyco inh 1.
Screening COC(=O)C(Sc1ccc(Cl)cc1)C1SC(=S)N(Cc2ccccc2)C1=O (centres undefined) returned PDI inh -3, CaV13 FRET inh -2, aDG glyco act 0.5, Cardio protect -2, hiPSC survival -2.4, m5-HT2A agonist 1, Vif imaging 4, Exocytosis inh -6, ABCB6 inh 2 103 and N-glyco inh inconclusive.
Cc1ccc(OCc2nnc(NC(=O)c3cccnc3)s2)cc1 was read as PDI inh -8, CaV13 FRET inh -2, aDG glyco act 0.0, Cardio protect 6, hiPSC survival -0.1, m5-HT2A agonist -4, Vif imaging -1, Exocytosis inh 4, ABCB6 inh 2 99 and N-glyco inh 7.
Screening O=C(CSc1ccc(-c2ccccn2)nn1)NC1CCCC1 returned PDI inh -3, CaV13 FRET inh 0, aDG glyco act 0.1, Cardio protect 18, hiPSC survival 0.8, m5-HT2A agonist 3, Vif imaging 2, Exocytosis inh -3, ABCB6 inh 2 92 and N-glyco inh 0.
Screening Clc1ccccc1Cn1nnc2c(N3CCOCC3)nc(C3CC3)nc21 returned PDI inh -4, aDG glyco act -0.5, Cardio protect -11, hiPSC survival 2.6, m5-HT2A agonist 1, Vif imaging -5, Exocytosis inh -3, ABCB6 inh 2 102 and N-glyco inh 2.
Screening C#Cc1cc(N2CCN(C(=O)c3ccoc3)CC2)n2nc(-c3cccc(Cl)c3)cc2n1 returned PDI inh 5, CaV13 FRET inh -5, aDG glyco act 0.5, Cardio protect 84*, hiPSC survival -2.7, m5-HT2A agonist 14, Vif imaging -5, Exocytosis inh -3, ABCB6 inh 2 95 and N-glyco inh 20.
C1=CCC(/C=N/n2cnnc2)CC1 (centres undefined) was read as PDI inh 10, CaV13 FRET inh -5, aDG glyco act -0.3, Cardio protect 2, hiPSC survival -3.3, m5-HT2A agonist 9, Vif imaging -4, Exocytosis inh 18, ABCB6 inh 2 125 and N-glyco inh 4.
O=CNC1(c2ccccc2)CCCCC1 was read as PDI inh 1, CaV13 FRET inh -7, aDG glyco act 0.0, Cardio protect 4, hiPSC survival 0.2, m5-HT2A agonist 6, Vif imaging 2, Exocytosis inh -1, ABCB6 inh 2 89 and N-glyco inh 0.
COCCn1c(-c2ccc(OC)cc2)c(-c2ccc(OC)cc2)oc1=O was read as PDI inh -1, CaV13 FRET inh -1, aDG glyco act 0.0, Cardio protect -3, hiPSC survival -0.5, m5-HT2A agonist 6, Vif imaging 1, Exocytosis inh 7, ABCB6 inh 2 93 and N-glyco inh -1.
For CCN(CC)S(=O)(=O)c1ccc(S(=O)(=O)N2CCN(C(=O)c3ccco3)CC2)cc1 the results were PDI inh -1, aDG glyco act 0.4, Cardio protect -3, hiPSC survival 2.2, m5-HT2A agonist 4, Vif imaging 0, Exocytosis inh 2, ABCB6 inh 2 96 and N-glyco inh 0.
For Cc1cc(C)n(C(=O)Cn2nc([N+](=O)[O-])cc2C)n1 the results were PDI inh 8, CaV13 FRET inh -3, aDG glyco act -0.1, Cardio protect 7, hiPSC survival -0.7, m5-HT2A agonist -2, Vif imaging -4, Exocytosis inh -6, ABCB6 inh 2 100 and N-glyco inh 1.
Screening Cc1cc(NC(=O)C(C)SCC(=O)Nc2nc3c(F)cc(F)cc3s2)no1 (centres undefined) returned PDI inh -9, CaV13 FRET inh -5, aDG glyco act 0.3, Cardio protect -2, hiPSC survival 0.1, m5-HT2A agonist 2, Vif imaging 0, Exocytosis inh -2, ABCB6 inh 2 100 and N-glyco inh 0.
`CCN(Cc1ccccc1)S(=O)(=O)c1ccc(C(=O)N(CCCN(C)C)c2nc3c(F)cccc3s2)cc1` gave PDI inh -6, CaV13 FRET inh -3, aDG glyco act 0.5, Cardio protect -13, hiPSC survival -0.4, m5-HT2A agonist -7, Vif imaging -1, Exocytosis inh 9, ABCB6 inh 2 102 and N-glyco inh -6.
For CCCC1CCC(=NNC(=O)OC(C)(C)C)CC1 (centres undefined) the results were PDI inh 10, CaV13 FRET inh 2, aDG glyco act -0.4, Cardio protect 3, hiPSC survival -1.1, m5-HT2A agonist -4, Vif imaging 2, Exocytosis inh -2, ABCB6 inh 2 95 and N-glyco inh -1.
`Cc1ccnc2nc(C(=O)OCCOc3ccc(Cl)cc3)nn12` gave PDI inh 3, CaV13 FRET inh -4, aDG glyco act 0.0, Cardio protect 7, hiPSC survival 0.5, m5-HT2A agonist 2, Vif imaging 0, Exocytosis inh 6, ABCB6 inh 2 98 and N-glyco inh 2.
For O=C(N/N=C/c1c(O)n(-c2ccccc2Cl)c(=O)c2ccccc12)c1cccnc1 the results were PDI inh 3, CaV13 FRET inh -68, aDG glyco act -0.2, Cardio protect 10, hiPSC survival -2.1, m5-HT2A agonist 1, Vif imaging -1, Exocytosis inh 22, ABCB6 inh 2 98 and N-glyco inh 1.
For CC(C)c1ccc(NC(=S)NN2CCOCC2)cc1 the results were PDI inh 8, CaV13 FRET inh -16, aDG glyco act 0.4, Cardio protect -1, hiPSC survival 1.3, m5-HT2A agonist -4, Vif imaging -3, Exocytosis inh -9, ABCB6 inh 2 107 and N-glyco inh 2.
`CCCc1ccc2oc(C(=O)N(C)CCn3ccnc3C)c(C)c2c1` gave PDI inh -6, CaV13 FRET inh -3, aDG glyco act 0.1, Cardio protect -8, hiPSC survival -0.7, m5-HT2A agonist -5, Vif imaging -2, Exocytosis inh 4, ABCB6 inh 2 98 and N-glyco inh 0.
For CNC(=S)N(CCc1ccccc1)Cc1cc2cc(OC)c(OC)cc2[nH]c1=O the results were PDI inh -6, CaV13 FRET inh -18, aDG glyco act 0.1, Cardio protect 0, hiPSC survival -1.2, m5-HT2A agonist -1, Vif imaging 1, Exocytosis inh -2, ABCB6 inh 2 96 and N-glyco inh 3.
